# Screens (PubChem)
# FLuc act counter: affects firefly luciferase, flagging false hits in luciferase stimulation screens. 200,000 tested, under 10 active. AID 1027. activation factor at 10 µM. ATPlite luciferase biochemical, luminescence, 10 min; 0 = ATP-free wells, 1 = DMSO control. P08659;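 active means luciferase activation factor, scaled between plate controls, of at least 2 with compound at 10 µM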
# Target sequence (P08659 whole entry, looked up): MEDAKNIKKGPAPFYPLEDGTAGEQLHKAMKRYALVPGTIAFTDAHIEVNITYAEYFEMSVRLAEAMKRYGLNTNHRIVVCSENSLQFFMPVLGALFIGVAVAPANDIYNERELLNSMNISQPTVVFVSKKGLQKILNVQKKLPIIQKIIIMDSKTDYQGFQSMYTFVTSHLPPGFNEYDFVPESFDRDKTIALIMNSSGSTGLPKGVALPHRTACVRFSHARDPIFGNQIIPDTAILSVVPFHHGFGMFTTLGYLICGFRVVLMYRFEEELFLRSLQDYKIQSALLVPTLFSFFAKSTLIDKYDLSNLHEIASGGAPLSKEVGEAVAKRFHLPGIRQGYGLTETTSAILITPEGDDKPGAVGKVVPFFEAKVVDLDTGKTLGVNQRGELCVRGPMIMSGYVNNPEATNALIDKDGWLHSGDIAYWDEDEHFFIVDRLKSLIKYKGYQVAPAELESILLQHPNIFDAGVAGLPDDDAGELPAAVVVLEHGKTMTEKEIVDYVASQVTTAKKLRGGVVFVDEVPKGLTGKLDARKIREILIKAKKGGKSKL
#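 assay system = Luciferase/luciferin detection reagent, cell-free biochemical luciferase assay | also added = ATP substrate | times = 10 min post-reagent at room temperature | measured by = luminescence from luciferase reaction | measure = luciferase activation, seen as luminescence increase over controls | benchmarks = low control with PBS replacing ATP, high control enzyme plus ATP without compound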
# Diaph act CS: counter-screen for diaphorase-based assays: diaphorase activators and chemical reducers | AID 1229 | 190,000 compounds, 0.005% hits | activation factor at 20 µM | Diaphorase/resazurin coupled assay, resorufin fluorescence, 16 min; active compounds read high; 1 = vehicle wells, 0 = NADH-free wells;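 active means diaphorase activity raised at least twofold by the compound at 20 µM; inactive means activation factor below 2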
#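 System – purified diaphorase enzyme from Clostridium kluyveri · Input – enzyme 0.07 U/mL final · Also added – final NADH 0.114 mM, resazurin 0.1 mM · Measured by – fluorescence of resorufin, 544 nm excitation, 590 nm emission · Timing – 16 min enzyme reaction, ambient temperature · Measure – resorufin increase flagging diaphorase activators or reducers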
# TNAP inh hi DEA: blocks human TNAP under high phosphate acceptor concentration; P05186; purified TNAP, CDP-star luminescence, 1 M DEA; inhibition, % at 20 µM; 200,000 compounds, 0.03% hits; AID 1135;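 active means over 50% inhibition of tissue-nonspecific alkaline phosphatase at 20 µM in the single-dose screen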;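 further: plate controls were DMSO wells for no effect and EDTA-quenched wells as full inhibition for full effect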
# Diaphorase inh: diaphorase inhibition or chemical oxidation counter-screen | diaphorase resazurin-to-resorufin fluorescence, NADH, 16 min; bacterial (C. kluyveri) enzyme, not human | inhibition, % at 20 µM | 190,000 compounds, 0.69% hits;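 active means primary screen inhibition at 20 µM above a set limit, cut at about 50% in these data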;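 further: plate controls were DMSO with full reaction for no effect and wells lacking NADH for full effect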
#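 Assay system – diaphorase enzyme from Clostridium kluyveri · Amount – diaphorase 0.14 U/mL (working solution) · Times – reaction incubation of 16 min at room temperature · Controls – No-NADH positive control and DMSO neutral control · Signal – resorufin fluorescence 544/590 nm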
# TNAP inh no acc: blocks human TNAP activity with no phosphate acceptor present; purified TNAP, CDP-star luminescence, 30 min; P05186; AID 1012; inhibition, % at 20 µM; 200,000 compounds, 0.26% hits;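 active means tissue-nonspecific alkaline phosphatase inhibition above about 50% at 20 µM in the single-dose screen, limit read from the data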;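 further: 0% = DMSO negative control and 100% = EDTA positive control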
# TNAP act hi DEA: activators of human TNAP at high phosphate acceptor concentration | activation factor at 20 µM | purified TNAP, CDP-star luminescence, 1 M DEA, 30 min; active compounds read high; 0 = EDTA background, 1 = DMSO-only activity | AID 1136 | 200,000 tested, under 10 active;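 active means activation factor at least 2 at 20 µM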
#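 Measured by: Luminescent substrate turnover signal | Test system: Human TNAP | Input: TNAP 1/800 final | Dosing: 20 µM single point | Schedule: 30 min, room temperature | Controls: EDTA wells as negative control, DMSO wells as positive control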
# PMI act satM6P: activators of human phosphomannose isomerase at near-saturating mannose 6-phosphate; 190,000 compounds, 0.34% hits; activation factor at 20 µM; AID 1216; coupled PMI enzyme assay, resazurin fluorescence, 20 min; active compounds read high; 1 = untreated enzyme, 0 = substrate-free blank; P34949;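 active means activation factor of 2 or more at 20 µM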
# Target sequence (P34949 whole entry, looked up): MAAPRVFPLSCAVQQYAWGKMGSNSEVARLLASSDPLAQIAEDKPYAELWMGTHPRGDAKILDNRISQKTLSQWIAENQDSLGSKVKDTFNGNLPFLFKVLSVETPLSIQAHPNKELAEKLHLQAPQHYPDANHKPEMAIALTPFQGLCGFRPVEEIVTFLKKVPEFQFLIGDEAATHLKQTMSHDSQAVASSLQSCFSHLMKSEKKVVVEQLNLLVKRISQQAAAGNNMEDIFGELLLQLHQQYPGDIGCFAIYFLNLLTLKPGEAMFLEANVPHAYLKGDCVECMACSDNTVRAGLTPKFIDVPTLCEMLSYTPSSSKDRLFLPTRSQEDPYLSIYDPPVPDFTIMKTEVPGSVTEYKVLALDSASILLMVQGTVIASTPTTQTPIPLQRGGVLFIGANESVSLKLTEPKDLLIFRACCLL
#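 assay system = human phosphomannose isomerase with PGI, G6PDH, diaphorase coupling enzymes | quantity = 15 ng/mL PMI | incubation = enzyme reaction with compound 20 min at room temperature | medium = HEPES pH 7.4 buffer with MgCl2 and Tween-20 | compound dosing = one concentration, 20 µM, in 1% DMSO | measured by = Diaphorase-driven resazurin-to-resorufin fluorescence, excitation 544, emission 590 nm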
# G6PDH counter: L. mesenteroides G6PDH inhibition counter-screen; Purified L. mesenteroides G6PDH, diaphorase/resazurin coupled fluorescence, 45 min; inhibition, % at 5 µM; 200,000 compounds, 0.12% hits; AID 1020; in the data active means inhibition above about 50%
# PMI act: activators of human phosphomannose isomerase; P34949; purified human PMI, coupled resazurin fluorescence, 20 min; active compounds read high; 1 = vehicle control, 0 substrate-free wells; activation factor at 20 µM; 190,000 compounds, 0.005% hits;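 active means activation factor of 2 or more at 20 µM, relative to plate controls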
# HMGR II inh: inhibitors of class II HMG-CoA reductase from Enterococcus faecalis; inhibition, % at 10 µM; purified E. faecalis HMGR, NADPH absorbance 340 nm kinetic; 190,000 compounds, 0.41% hits;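 active means inhibition above a set limit, the median over all tested compounds plus 3 SD, cut at about 9.5% in these data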;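 further: enzyme runs in reverse so mevalonate oxidation gives rising NADPH absorbance; 0% = complete reaction with DMSO and 100% = background rate lacking mevalonate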
# * = called active by the depositor.
# A first look (three entries):
SMILES,FLuc act counter,Diaph act CS,TNAP inh hi DEA,Diaphorase inh,TNAP inh no acc,TNAP act hi DEA,PMI act satM6P,G6PDH counter,PMI act,HMGR II inh
COc1cc(C)nc(N2CCC(C(=O)NC3CCCCC3)CC2)n1,1,0.9,-4,13,-8,1,1,5,0.9,-8
C=CCOC(=O)C1=C(C)Nc2ncnn2C1c1cccs1 (configuration not stated),1,0.9,-2,7,25,1,1.1,13,1.1,-1
CC(/C=C(\NC(=O)c1ccccc1)C(=O)N=Nc1c(O)[nH]c2ccc(C)cc12)=C\c1ccccc1,1,1,3,0,2,1,1.1,4,1,-7

# Results, previewed entries included:
SMILES,FLuc act counter,Diaph act CS,TNAP inh hi DEA,Diaphorase inh,TNAP inh no acc,TNAP act hi DEA,PMI act satM6P,G6PDH counter,PMI act,HMGR II inh
COc1cc(C)nc(N2CCC(C(=O)NC3CCCCC3)CC2)n1,1,0.9,-4,13,-8,1,1,5,0.9,-8
C=CCOC(=O)C1=C(C)Nc2ncnn2C1c1cccs1 (configuration not stated),1,0.9,-2,7,25,1,1.1,13,1.1,-1
CC(/C=C(\NC(=O)c1ccccc1)C(=O)N=Nc1c(O)[nH]c2ccc(C)cc12)=C\c1ccccc1,1,1,3,0,2,1,1.1,4,1,-7
CCC(c1nnnn1Cc1cccs1)N1CCN(C(=O)c2ccco2)CC1 (configuration not stated),1.1,0.9,-7,6,-8,1.1,0.9,17,1,-1
CC(C)(C)NC(=O)c1ccc(NC(=O)CSc2ccccc2)cc1,1,0.9,-1,10,-3,1,1,4,1,0
CCC(=O)Nc1cccc(NC(=S)NC(=O)c2ccccc2C)c1,1,0.9,-4,11,-8,1,1,-1,1,4
CCOC(=O)N1CCN(C(=O)CN(C2CCCCC2)S(=O)(=O)c2ccc(Cl)cc2)CC1,1.1,0.9,-7,8,-23,1.1,1,8,1,3
CCOC(=O)N1CCC(NC(=O)CCC(=O)N2CC(C)Oc3ccc(Cl)cc32)CC1 (configuration not stated),1,0.9,1,14,-5,1,0.8,12,0.8,-10
O=C(COC(=O)CC(c1ccccc1)c1ccccc1)Nc1ccc(F)c(F)c1,1,0.7,-4,28,-17,1,0.8,11,0.8,-2
COc1ccc(-n2c(SCC(=O)N3CCc4ccccc43)nnc2-c2c[nH]c3ccccc23)cc1,1.1,0.9,-4,12,-11,1,1,12,1,-7
COCCCNCC(O)COc1cccc2[nH]c(C)cc12 (configuration not stated),1,0.9,-6,7,-13,1.1,1,1,1,-3
COC(=O)C1=C(C(=O)OC)C(c2cc(Br)ccc2O)c2sc(=O)[nH]c2S1 (configuration not stated),1.1,0.8,6,16,-12,0.9,0.7,4,0.8,-3
CCCOC(=O)c1c(NC(=O)CSc2nc(-c3ccco3)cc(C(F)(F)F)n2)sc(C(=O)OC)c1C,1,1,4,1,0,1,1.2,-5,1.1,2
CC(O)c1cccc(NC(=O)CCC(=O)O)c1 (configuration not stated),1.1,0.8,-6,16,-14,1.1,1,-8,1,2
O=C(NNC(=S)Nc1ccc(Cl)cc1)c1cccs1,0.9,1,-8,3,-100,1.1,1.1,4,1,-5
COc1ccc2c(c1)c1ncnc(N3CCN(Cc4ccc5c(c4)OCO5)CC3)c1n2C,1,1,-5,-3,-12,1.1,1.1,-2,1,0
COC(=O)C(C)Sc1nc(N)c(NC(=O)c2ccco2)c(=O)[nH]1 (configuration not stated),1,1.2,-6,-18,-8,1.1,1,5,1,-4
Cc1nc(NC(=O)c2ccccc2)sc1-c1csc(N)n1,0.7,0.9,-2,14,-8,1,0.8,1,0.9,-6
COc1ccc(OC)c(/C=N/NC(=O)c2ccc(N(C)S(=O)(=O)c3ccccc3)cc2)c1,1.1,0.7,-1,28,-10,1,0.9,3,1,-3
CCCCNS(=O)(=O)c1ccc(OC)c(C)c1,1,0.8,-3,19,-9,1,1,5,1,3

# In another format: entries from further up.
COc1ccc2c(c1)c1ncnc(N3CCN(Cc4ccc5c(c4)OCO5)CC3)c1n2C
  FLuc act counter: 1 | Diaph act CS: 1 | TNAP inh hi DEA: -5 | Diaphorase inh: -3 | TNAP inh no acc: -12 | TNAP act hi DEA: 1.1 | PMI act satM6P: 1.1 | G6PDH counter: -2 | PMI act: 1 | HMGR II inh: 0
COC(=O)C(C)Sc1nc(N)c(NC(=O)c2ccco2)c(=O)[nH]1 (configuration not stated)
  FLuc act counter: 1 | Diaph act CS: 1.2 | TNAP inh hi DEA: -6 | Diaphorase inh: -18 | TNAP inh no acc: -8 | TNAP act hi DEA: 1.1 | PMI act satM6P: 1 | G6PDH counter: 5 | PMI act: 1 | HMGR II inh: -4
Cc1nc(NC(=O)c2ccccc2)sc1-c1csc(N)n1
  FLuc act counter: 0.7 | Diaph act CS: 0.9 | TNAP inh hi DEA: -2 | Diaphorase inh: 14 | TNAP inh no acc: -8 | TNAP act hi DEA: 1 | PMI act satM6P: 0.8 | G6PDH counter: 1 | PMI act: 0.9 | HMGR II inh: -6

# The results go on.
SMILES,FLuc act counter,Diaph act CS,TNAP inh hi DEA,Diaphorase inh,TNAP inh no acc,TNAP act hi DEA,PMI act satM6P,G6PDH counter,PMI act,HMGR II inh
CC1(C)C(N(O)C(=O)Nc2ccc(Cl)cc2)N(c2ccc(Cl)cc2)C(=O)N1CC(=O)NN (configuration not stated),1,1,-1,0,-12,1,1.1,2,1,-3
O=C(CCN1CCc2ccccc2C1)c1ccc2c(c1)OCCO2,1,0.9,-2,6,-3,1,0.6,6,0.5,-7
COC(=O)c1c(NC(=O)c2ccccc2)sc2c1CC(C)(C)OC2,1,0.8,-6,19,-20,1.1,1,-4,1,-1
COC(=O)CCc1nc2c(C#N)c(-c3ccc(Cl)cc3)ccn2n1,1,1,0,4,-3,1,1,5,1,0
C/C(=N\NS(=O)(=O)c1ccc(C)c([N+](=O)[O-])c1)c1ccc2c(c1)OCO2,1.1,1,-3,0,-5,1,1.2,4,1.5,-3
CN(Cc1ccccc1)C(=O)c1ccccc1Br,1,1,2,-2,6,1,1,6,1.1,-5
COc1ccc(OCC(=O)N2CCN(C(=O)COc3ccc(Br)cc3)CC2)cc1,1,0.8,-1,21,-5,1,0.8,-20,0.9,-14
CCN(CC)C(=O)CCCc1c[nH]c2ccccc12,1,0.8,-2,15,-2,1,0.9,8,1,-5
Cc1ccc(C(=O)c2cnc3ccccc3c2-c2ccccc2)cc1,1,0.8,-1,15,-2,1,0.8,2,1,-4
C=CCNC(=O)/C(=C\c1ccc(OC)cc1)NC(=O)c1ccc([N+](=O)[O-])cc1,1,1.1,-4,-15,5,1,1.2,14,1.2,-9
COc1ccc(C(=O)N2CCN(C3CCC(c4ccccc4)CC3)CC2)cc1OC (configuration not stated),1.1,0.9,-3,15,-14,1,0.9,-18,0.9,-1
CSc1ccc(/C=N\NC(=O)CC(=O)NC(C)C)cc1,1.1,1,-2,3,-6,1,1.1,12,1,1
CCc1ccc2c(c1)C1(SC(NC(C)=O)=NN1C(C)=O)C(=O)N2C(C)C (configuration not stated),1.1,0.8,-7,16,-12,1.1,1,2,0.9,1
Nc1cccc(-c2cc3ccccc3oc2=O)c1,0.8,1,-1,2,-7,1,0.9,-4,1,-7
CCOC(=O)Nc1cc(C(=O)OC)ccc1C,1,0.9,2,7,-10,1,0.9,-5,1,0
CCOc1cc(/C=N/NS(=O)(=O)c2ccccc2)ccc1OS(=O)(=O)c1ccc(C)cc1,1,0.8,5,22,-14,0.9,1.2,0,1,0
COCc1c(Br)c(C)nc(OCC(=O)O)c1C#N,1.1,1.1,-3,-6,-12,1,1,-11,1,0
Cc1ccc(NC(=O)CSCC(N)=O)cc1C,1,0.9,1,5,-6,1,1,0,1,-5
Clc1cccc(-c2nc(NCC3CCCO3)c3ccccc3n2)c1 (configuration not stated),1,0.6,-10,41,-6,1.1,0.8,9,0.8,2
CCOC(=O)c1cn(Cc2c(C)c(C)c(C)c(C)c2C)nn1,0.9,1,6,-3,3,0.9,1,-1,1,-4
Cc1ccc(Cl)c(OCC(=O)OCC(=O)NC2CCCc3ccccc32)c1 (configuration not stated),1,0.8,-4,16,-9,1,1,14,0.9,13*
COc1ccc(C(=O)Cc2cc(OC)c(OC)cc2[N+](=O)[O-])c(OC)c1,1,0.9,-4,9,-14,1,1,9,1,-1
CCOc1[nH]n(-c2ccc(Cl)cc2)c(=O)c1C=Nc1ccc(O)cc1,1,0.9,0,8,1,1,0.8,9,0.9,-7
COc1ccc(C)cc1S(=O)(=O)N(C)CC(=O)NC1CCCCC1,1.1,0.9,-7,7,-6,1.1,1,2,1,1
CCC(C)NC(=O)CSc1ncccc1C(=O)O (configuration not stated),1.1,0.8,-4,21,-9,1,1,1,0.9,-1
CCNC(=O)c1ccc(-n2nc(C(F)(F)F)c3c2CCCC3)cc1,1,0.9,-1,10,-9,1,1.1,1,1,-1
CCOC(=O)c1oc2cc(O)ccc2c(=O)c1-c1ccc(OC)cc1,1.1,0.9,-7,8,-5,1.1,1,2,1.1,-1
COc1ccc2c(c1)C(=O)[C@@H](OC(=O)NCc1ccc3c(c1)OCO3)[C@H](c1ccc(OC)c(Br)c1)O2,1.1,0.8,-4,20,-6,1,0.9,12,1,-5
Cc1cc(Cl)c(S(=O)(=O)N2CCN(c3ccc(F)cc3)CC2)cc1OCC(N)=O,0.9,1,2,3,0,1,1.1,0,1.1,1
CCC1CCCCN1C(=O)CSc1nnc(-c2cccs2)o1 (configuration not stated),0.8,0.8,-2,15,-7,1,0.9,6,0.9,-6
c1csc(C(c2nnnn2C2CCCCC2)N2CCCC3(CCCCC3)C2)c1 (configuration not stated),1,0.8,-2,19,-10,1,0.8,8,0.9,2
COc1ccc(CC(=O)NNC(=O)Cc2ccc(OC)cc2)cc1,1,1.1,-4,-8,-30,1,1,5,1.1,1
Cc1noc(C)c1COc1cccc(C(=O)OCC(=O)NCCN2C(=O)CSC2=O)c1,1,1,1,2,-24,1,1,-2,1,-5
CN(C)/N=C/C=C1\CCC/C(=C\c2ccc(F)c(F)c2)C1=O,1,0.8,-7,19,-1,1.1,0.8,16,1,-2

# A few values from the list.
# Result for `Cc1noc(C)c1COc1cccc(C(=O)OCC(=O)NCCN2C(=O)CSC2=O)c1` under TNAP inh hi DEA: 1
# Result for `COc1ccc(CC(=O)NNC(=O)Cc2ccc(OC)cc2)cc1` under FLuc act counter: 1
